# Compound activity as filed in PubChem BioAssay.
# NR2E3 ag-1: inhibitors of NR2E3-RetCOR corepressor binding, primary screen, NR2E3 agonist project, biochemical, TR-FRET, GST-NR2E3, biotin-RetCOR. Photoreceptor-specific nuclear receptor (Homo sapiens), Q9Y5X4. 1536-well. inhibition of corepressor binding, % at 4.78 µM. actives 0.12% (n = 320,000). AID 2300, 2010;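 active = percent inhibition above the cutoff of mean plus 3 SD of all tested compounds, set per screening campaign, cut at about 20% in these data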;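 also: 0% = DMSO wells and 100% = biotin wells as full block of FRET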
# Target sequence (Q9Y5X4 whole entry, looked up): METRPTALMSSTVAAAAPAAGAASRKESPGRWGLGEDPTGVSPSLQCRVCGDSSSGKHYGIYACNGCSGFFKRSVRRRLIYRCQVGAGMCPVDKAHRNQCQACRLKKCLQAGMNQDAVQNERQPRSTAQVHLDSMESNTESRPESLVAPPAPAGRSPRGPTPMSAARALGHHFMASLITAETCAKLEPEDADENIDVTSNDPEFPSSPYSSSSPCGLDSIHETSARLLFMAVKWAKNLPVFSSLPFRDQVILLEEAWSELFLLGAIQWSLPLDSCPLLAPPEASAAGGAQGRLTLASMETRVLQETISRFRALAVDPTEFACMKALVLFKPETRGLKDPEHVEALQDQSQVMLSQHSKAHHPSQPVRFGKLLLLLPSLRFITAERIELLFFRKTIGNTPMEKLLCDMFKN
#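 system = GST-tagged NR2E3 plus biotinylated RetCOR corepressor | input = 1.35 nM GST-NR2E3 | also added = 7 nM biotin-RetCOR | schedule = 5 h incubation at 4 °C | measured by = TR-FRET with europium anti-GST and streptavidin-D2, 340 nm excitation | read-out = percent loss of FRET ratio relative to control wells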
# CF NFkB inh: inhibitors of PAF-induced NF-kB signaling, primary screen, cell-based, GFP fluorescence, uHTS. actives 0.86% (n = 360,000). AID 588850, 2011. inhibition, % at 5 µM. KKLEB NF-kB-GFP reporter, GFP fluorescence overnight;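 active = at least 50% inhibition at 5 µM, scaled per plate between neutral and stimulator controls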;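 also: PAF is a Pseudomonas aeruginosa culture filtrate used as stimulus; plate controls were PAF-stimulated DMSO wells for no effect and unstimulated DMSO wells for full effect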
# TWEAK Fn14 block: inhibitors of TWEAK-Fn14 signaling, primary screen, luciferase reporter cells, uHTS; inhibition, % at 10 µM; AID 1159606, 2016; actives 2% (n = 360,000); TWEAK-stimulated Fn14 reporter cells, luciferase luminescence, 8 h; in the data active = inhibition above about 50%
# Shn3 3UTR inh: reduction of Shn3 3'UTR firefly luciferase signal, primary screen, Schnurri-3 inhibitor project, cell-based, Clone20 osteoblasts, set 2; Clone20 osteoblast Shn3 3'UTR firefly luciferase, 24 h; actives 0.52% (n = 360,000); inhibition, % at 12.5 µM;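 active = mean inhibition of at least 75% with every replicate also reaching 75%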;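 also: 0% = median of neutral control wells and 100% = pilot-screen positive control compound; some compounds past the cut are filed as inactive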
# HIF-2a inh: HIF-2a reporter inhibitors, primary screen, luminescence, 786-0 RCC cells; 786-0 RCC cells HIF-2a reporter, luciferase luminescence, overnight; inhibition, % at 18.8 µM; actives 0.72% (n = 360,000);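 active = inhibition of the luminescence signal of 40% or more relative to plate controls, in a single-dose primary screen at 18.75 µM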
# KKLEB tox: cytotoxicity in KKLEB CF airway cells, primary screen, cytotoxicity control for CF NF-kB inhibitor project, cell-based, uHTS, fluorescence assay plates; KKLEB CF airway cells viability, ATPlite luminescence, overnight; hits give low values; cells stimulated with P. aeruginosa culture filtrate; activity change (cytotoxicity), % at 5 µM; actives 0.36% (n = 360,000); AID 602141, 2011;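 active = corrected activity change at or below -50% at 5 µM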
# TROY NFkB inh: inhibitors of TROY-driven NF-kB signaling, primary screen, Q293 LMP1-TROYcd cells, NF-kB luciferase, uHTS; Q293 LMP1-TROYcd NF-kB luciferase reporter, 4 h; inhibition, % at 10 µM; actives 0.98% (n = 360,000);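 active = compounds whose plate-normalised and pattern-corrected inhibition of the luciferase reporter signal at the single screening dose is 50% or more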
# NR2E3 ag-2: NR2E3 agonists in two-hybrid cells, primary screen, cell-based, luminescence, CHO-S, Gal4-NCOR/VP16-NR2E3. Photoreceptor-specific nuclear receptor (Homo sapiens), Q9Y5X4. luciferase. inhibition of corepressor binding, % at 3.98 µM. actives 0.35% (n = 360,000). AID 602229, 2012;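 active = inhibition above the mean of all tested compounds plus 3 SD, cut at about 70% in these data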;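 also: 0% = DMSO with NR2E3 transfected cells and 100% = cells lacking NR2E3 construct; higher means lower luciferase signal from less NR2E3 corepressor binding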
# Peg3 prom inh: Peg3 promoter-driven luciferase inhibitors, primary screen, cell-based, HeLa, luciferase luminescence | HeLa PEG-Prom luciferase reporter, overnight | inhibition, % at 20 µM | actives 1.7% (n = 360,000);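 active = inhibition of at least 50% at 20 µM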
# C8 TRAIL sens: viability loss with TRAIL in NB7+C8 cells, primary screen, TRAIL sensitizer project, cell-based, ATPlite luminescence. inhibition (viability loss, TRAIL sensitization), % at 10 µM. actives 1% (n = 360,000);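 active = compounds causing at least 50% loss of cell viability in the single-dose screen, relative to plate controls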
# MITF TRPM1 inh: inhibitors of MITF-dependent TRPM1 promoter reporter, primary screen, cell-based, SK-MEL-5, single point, luciferase; SK-MEL-5 TRPM1 promoter luciferase, 24 h; inhibition, % at 12.5 µM; actives 0.83% (n = 330,000);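 active = mean inhibition across replicates of 60% or more, whatever share of single replicates reaches that level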; also: values of inactives mirror those of a sister screen read the other way
# * = called active by the depositor; . = no result given. A portion of the library; the hit share may differ from the screen's.
SMILES,NR2E3 ag-1,CF NFkB inh,TWEAK Fn14 block,Shn3 3UTR inh,HIF-2a inh,KKLEB tox,TROY NFkB inh,NR2E3 ag-2,Peg3 prom inh,C8 TRAIL sens,MITF TRPM1 inh
Cc1cc(=O)oc2cc(OCC(=O)N3CCCC3)ccc12,.,1,2,10,-9,-12,12,-24,0,8,-6
COc1cccc(OCCCCN2CC(C)OC(C)C2)c1 (stereo not drawn),0,-10,-15,-3,3,-1,-17,-9,-27,3,-2
CCN(CC(=O)Nc1c(F)cccc1F)C(=O)CCN1C(=O)C2CCCCC2C1=O (stereo not drawn),-1,-2,-1,-18,8,13,3,5,8,6,8
Cc1nc(SCC(=O)c2ccc(Cl)cc2)c([N+](=O)[O-])[nH]1,-1,-3,0,-23,9,11,-3,-22,-6,3,7
CCN(CC)CC(=O)Nc1ccc2c(c1)Nc1ccccc1CC2,-3,19,-19,-41,-119,-14,-31,-18,-67,17,-10
Cc1ccc(S(=O)(=O)Nc2ccc3c(c2)C(=O)N([C@H](C)CO)C[C@H](C)[C@@H](CN(C)C(=O)Nc2ccc4c(c2)OCO4)O3)cc1,.,7,-42,3,11,8,-18,-33,-18,-10,-2
CC(=O)c1ccc(N(C)C)c2c(N(C)C)cccc12,2,1,5,-6,12,8,-7,6,7,0,6
C=CCNC(=O)/C(=C\C=C\c1ccccc1)NC(=O)c1ccccc1Cl,-6,-9,-12,-25,-33,7,-1,-6,-6,6,-3
Cc1ccsc1C(=O)NNC(=O)C1C2C=CC(C2)C1C(=O)O (stereo not drawn),-4,2,-6,-56,-7,0,19,-128,-5,-8,10
Cc1nc(SC(C(=O)c2ccccc2)c2ccccc2)n[nH]1 (stereo not drawn),6,-5,29,-6,-13,-6,5,12,5,3,9
COc1ccc(CCNC(=O)CCCN2C(=O)C(c3ccccc3)Oc3cccnc32)cc1OC (stereo not drawn),-3,5,-6,0,7,-8,-1,-15,6,-5,10
CCOC(=O)c1c(NC(=O)C2CC2)sc2c1CC(C)(C)OC2,-3,-11,-3,16,16,-9,2,10,18,-10,-35
CC(=O)c1cccc(NC(=O)c2ccc(-c3ccccc3[N+](=O)[O-])o2)c1,2,-24,16,-32,-234,12,2,-30,-272,-1,-26
CCC(Oc1cccc(C)c1)C(=O)Nc1ccccc1C(=O)N1CCOCC1 (stereo not drawn),0,10,-6,15,-2,-4,5,14,12,-10,-1
NC(=O)c1ccc(-c2nnc(Nc3ccc(S(N)(=O)=O)cc3)c3ccccc23)cc1,-2,0,20,-5,13,19,-4,-3,-7,-5,0
Cc1cc(C)c(-c2c(O)c3cccnc3n(C)c2=O)c(C)c1,2,6,-6,-12,2,3,3,5,-1,15,.
O=C(Nc1sc2c(c1C(=O)O)CCC2)c1cccc(Cl)c1,1,5,24,-33,-175,11,-17,-85,-154,0,-5
Cn1c(SCc2nc3ccccc3n2CCO)nc2ccccc21,-2,5,5,2,-5,-1,5,20,3,-4,-2
CC(C)C(NC(=O)c1ccc(C(C)(C)C)cc1)C(=O)NCc1ccccn1 (stereo not drawn),0,12,-49,-12,2,-4,5,-2,-4,-3,1
COc1ccc(C(C)C)cc1-c1cncc(NC(C)=O)n1,.,-13,1,5,15,7,9,-10,-4,-15,.
CCOC(=O)N1CCC(NC(=O)c2cc(S(=O)(=O)N3CCOCC3)ccc2F)CC1,4,-7,4,-13,3,1,-23,-13,10,9,-1
CC(=O)N1N=C(c2ccc(Br)cc2)OC12CCCC2,0,6,-1,2,13,-1,-27,-2,-2,2,-7
O=C(Nc1ccccc1)NC1(C(=O)NCc2cccs2)CCCCC1,-1,6,8,-19,17,-14,-2,-23,3,-4,4
CC1(C(=O)NS(=O)(=O)c2cccc(Cl)c2)CCN1C(=O)CC1CCCCC1 (stereo not drawn),.,4,11,-23,3,-12,0,-16,-4,-6,.
CCOc1cccc2sc(=NC(=O)c3ccco3)n(CC(=O)OC)c12,4,-18,0,5,0,-14,-7,-18,36,37,8

# Arranged by formula weight (smallest number first): four of the compounds above
SMILES,NR2E3 ag-1,CF NFkB inh,TWEAK Fn14 block,Shn3 3UTR inh,HIF-2a inh,KKLEB tox,TROY NFkB inh,NR2E3 ag-2,Peg3 prom inh,C8 TRAIL sens,MITF TRPM1 inh
Cc1nc(SCC(=O)c2ccc(Cl)cc2)c([N+](=O)[O-])[nH]1,-1,-3,0,-23,9,11,-3,-22,-6,3,7
CCOc1cccc2sc(=NC(=O)c3ccco3)n(CC(=O)OC)c12,4,-18,0,5,0,-14,-7,-18,36,37,8
C=CCNC(=O)/C(=C\C=C\c1ccccc1)NC(=O)c1ccccc1Cl,-6,-9,-12,-25,-33,7,-1,-6,-6,6,-3
COc1ccc(CCNC(=O)CCCN2C(=O)C(c3ccccc3)Oc3cccnc32)cc1OC (stereo not drawn),-3,5,-6,0,7,-8,-1,-15,6,-5,10

# More records follow:
SMILES,NR2E3 ag-1,CF NFkB inh,TWEAK Fn14 block,Shn3 3UTR inh,HIF-2a inh,KKLEB tox,TROY NFkB inh,NR2E3 ag-2,Peg3 prom inh,C8 TRAIL sens,MITF TRPM1 inh
O=C(C1=C(O)C(=O)N(Cc2ccco2)C1c1cccs1)c1cccs1 (stereo not drawn),10,-5,2,4,-7,8,-5,13,-4,-5,2
CCOc1cccc2sc(N(CCN(C)C)C(=O)/C=C/c3cccs3)nc12,-1,44,16,-42,3,-24,-47,-7,38,14,12
Cc1nn(Cc2ccccc2)c(C)c1C(=O)N1CCN(CC(=O)Nc2ccccc2Cl)CC1,0,6,-6,10,0,10,-8,-8,18,16,4
C=CCC[C@@H](CCCCC)OC(=O)/C=C/[C@H](O)[C@@H](O)C[C@@H](O)CC=C,.,.,4,.,15,.,6,13,.,7,.
COc1ccc(C(=O)Nc2ccccc2C(=O)Nc2cc(C)ccn2)cc1,7,-2,-10,-98,-217,-27,-61,-71,-232,68*,-49
N#Cc1c(-c2ccco2)nc(SCc2ccc(F)cc2)[nH]c1=O,40*,20,15,3,-7,-15,21,27,4,-9,0
COc1ccc(NS(=O)(=O)c2cccc(C(=O)NNC(=O)c3ccccc3OC)c2)cc1,4,-22,-16,12,7,3,6,20,15,-7,31
COc1cc(C(=O)NCC(=O)N2CC=C(c3ccccc3)CC2)cc(OC)c1OC,1,3,-10,23,13,3,11,-19,29,10,18
O=C(O)C1=CCNCC1,3,-6,-8,17,3,13,13,-29,7,-1,-3
Cc1ccc(-c2cc(N)n3nc(-c4ccc(C)cc4)cc3n2)cc1,-1,-2,5,-1,-10,5,11,-31,7,1,-12
COc1ccc(CNC(=O)C2CC(C)=C(C)CC2C(=O)O)cc1OC (stereo not drawn),2,-3,-5,-46,16,-7,9,-6,1,-1,-2
CC(C)n1c(C(=O)OCC(=O)NCc2ccc3c(c2)OCO3)cc2occc21,-1,8,8,-17,-5,-20,17,-33,14,11,-12
Cc1[nH]c(=O)[nH]c(=O)c1S(=O)(=O)N1CCCC(C(=O)N2CCC(Cc3ccccc3)CC2)C1 (stereo not drawn),4,-19,-5,15,-16,4,-4,-50,-16,7,.
Cc1ccc(CNC(=O)C(=O)NCC2OCCN2S(=O)(=O)c2cccs2)cc1 (stereo not drawn),-3,4,-2,-3,-1,6,7,-10,4,-10,.
O=C(O)c1ccn(COc2ccc(Br)cc2)n1,-1,-14,12,-11,5,8,-14,11,1,-5,8
Fc1ccccc1CSc1nnc(-c2cnccn2)n1Cc1ccco1,0,6,-28,-49,-83,-4,-48,-33,-58,-8,-11
Cc1nc(SC2C=CS(=O)(=O)C2)n[nH]1 (stereo not drawn),2,2,3,-7,0,-2,3,-16,13,3,6
CCNC(=S)N/N=C/c1ccc(OCc2ccc(C(=O)OC)cc2)cc1,4,-4,-13,-17,-35,5,-58,8,-5,-23,2
CC(C)(C)c1cnnn1-c1ccc(NC(=O)c2ccc(Br)o2)cc1,0,23,0,16,-9,-6,-7,9,-10,-17,-8
Cc1ccc(CNc2ccc(N3CCN(C)CC3=O)cc2)cc1,.,-20,8,7,-31,11,-11,19,-1,-4,-5
COc1ccc(/C=C(\NC(=O)c2ccc(OC)c(OC)c2)C(=O)NCCc2c[nH]c3ccccc23)cc1,2,-19,8,12,9,10,10,5,3,20,2
COc1cccc(NC(=O)c2ccccc2OCc2c(C)noc2C)c1,.,-14,-19,-16,-60,4,-33,-18,-19,-20,-6
c1cc2c(cc1C1=NNC(=NC3CC3)SC1)OCCO2,-1,-3,104*,81,86*,-32,89*,0,93*,92*,95*
CCC(C)[C@H](NC(=O)N1CCC(C)CC1)C(=O)OC (stereo partly drawn),2,-1,-10,2,17,7,7,-4,11,-21,-2
CC(CCc1ccccc1)NC(=O)CSc1cccc[n+]1[O-] (stereo not drawn),-2,4,21,3,6,2,-11,-11,3,-6,-3
SMILES,NR2E3 ag-1,CF NFkB inh,TWEAK Fn14 block,Shn3 3UTR inh,HIF-2a inh,KKLEB tox,TROY NFkB inh,NR2E3 ag-2,Peg3 prom inh,C8 TRAIL sens,MITF TRPM1 inh
CC(C)c1ccc(Nc2c([N+](=O)[O-])c(=O)n(C)c3ccccc23)cc1,-1,-10,-6,.,28,5,-5,-48,8,-7,3
O=C(OCc1cn(-c2ccc(Cl)cc2)nn1)c1ccccc1,0,9,-27,-13,-25,10,-29,-24,-8,-18,7
Cn1c(SCC(=O)N/N=C/C=C\c2ccco2)nc2ccccc21,-5,-14,-13,-2,8,-7,5,-26,8,-17,-4
CN(c1ccccc1)S(=O)(=O)c1ccc(Cl)c(C(=O)OCC(=O)NC2CCS(=O)(=O)C2)c1 (stereo not drawn),2,4,5,4,17,-1,28,-9,14,6,10
N#CC1=C2SCN(c3ccc(F)cc3)CN2C(=O)CC1c1cccc(F)c1 (stereo not drawn),7,-19,-10,-4,-22,9,-2,8,2,-6,11
COc1ccc([C@H]2CC(=O)C=C(c3ccc4c(c3)OCCO4)C2)cc1,6,-4,-16,-15,-206,16,-66,-41,-93,-10,-15
Cc1cc(C(=O)N2CCN(Cc3ccccc3)CC2)on1,2,-10,10,5,18,4,0,-12,13,-3,26
O=C(NCc1ccco1)c1ccc(Cl)s1,0,8,10,2,-1,0,-18,-1,2,-5,4
O=c1[nH]c(/C=C/c2ccccc2Cl)nc2ccccc12,3,-22,27,-68,-184,-36,-45,-80,-59,64*,-3
CCCN1C(=O)c2ccccc2NC1c1ccc(OC)cc1O (stereo not drawn),1,6,-95,14,-20,6,11,7,17,16,4
CCCCCn1c(=O)[nH]c2cc(C(=O)N3CCN(Cc4ccc5c(c4)OCO5)CC3)ccc2c1=O,0,9,41,75,15,-4,46,-10,18,14,50
